HIV fusion peptide: cell-free HIV fusion peptide-binding blockers – biochemical, uHTS, fluorescence dequenching, primary screen (AID 1986). 0.3% of 290,000 active. cell-free peptide binding, fluorescence dequenching, 30 min; higher % means a stronger effect. inhibition, % at 20 µM; hits with a dose series show IC50 in µM; in the data active = inhibition mostly above about 52%, no sharp cut-off; inactive = mostly below about 76%; note: some results filed as inactive read as strong as hits
MgcRacGAP inhibition: MgcRacGAP GTPase-activating activity inhibitors, confirmation, biochemical, ADP Hunter fluorescence. MgcRacGAP-stimulated Rac1 GTP hydrolysis, ADP Hunter fluorescence; higher % means a stronger effect; GST-tagged Rac1 F28L mutant substrate. inhibition, % at 30 µM; hits with a dose series show IC50 in µM. 0.6% of 340,000 active;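 active = first-screen hits whose inhibition reached a set limit at any dose in the follow-up dose series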;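 note: fluorescence reports GDP produced by GAP-driven GTP hydrolysis; strong numbers were not always called active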
NOD2 inhibition: NOD2 signaling inhibitors, cell-based, luminescence, uHTS, HEK293 (AID 1566); 0.63% of 290,000 active; HEK293 NOD2/NF-kB luciferase reporter, luminescence; higher % means a stronger effect; inhibition, % at 4 µM; hits with a dose series show EC50 in µM; note: many of its hits are not listed in these tables
GPR55 LPI antagonism: GPR55 antagonists blocking LPI-driven arrestin recruitment, primary screen, imaging, U2OS, beta-arrestin-GFP, LPI agonist (AID 2013); inhibition, % at 10 µM; hits with a dose series show IC50 in µM; U2OS GPR55 beta-arrestin-GFP translocation imaging, LPI antagonism; higher % means a stronger effect; 0.13% of 290,000 active;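 active = spots per cell inhibited over 60%, with over 100 cells counted and total cytoplasm intensity under 500,000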;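 note: U2OS cells stably carrying GPR55 and arrestin-GFP stimulated by 5 µM LPI near EC80; imaged beta-arrestin-GFP aggregate spots per cell after agonist stimulation; plate controls were LPI-stimulated DMSO wells for no effect and DMSO wells without LPI for full effect; some results filed as inactive read as strong as hits; confirmed hits need IC50 under 10 µM and bright autofluorescent wells are also inconclusive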
SV40 large T antigen: SV40 large T antigen inhibitors, biochemical (AID 1903); SV40 large T antigen ATPase/helicase inhibition assay; higher % means a stronger effect; inhibition, % at 20 µM; hits with a dose series show IC50 in µM; 0.39% of 310,000 active; in the data active = a potency from the dose series; note: strong numbers were not always called active
KOR beta-arrestin-1: KOR antagonists, beta-arrestin recruitment, cell-based, luminescence, uHTS (AID 1778). inhibition, % at 10 µM, or IC50 in µM where a hit was titrated. KOR beta-arrestin recruitment, luminescence, antagonist mode; higher % means a stronger effect. 0.091% of 290,000 active; note: strong numbers were not always called active
KOR beta-arrestin-2: KOR agonists, beta-arrestin recruitment, primary screen, cell-based, luminescence, uHTS (AID 1777) | 0.02% of 280,000 active | KOR beta-arrestin recruitment, luminescence; higher % means a stronger effect | one-dose activation, % at 10 µM; EC50 in µM for titrated hits; in the data active = activation above about 50%, passing the limit was not always enough; note: a part of the inactive calls stands beside numbers as strong as those of hits
GPR55 activation: selective activators of receptor GPR55 – imaging, U2OS cells, beta-arrestin-GFP redistribution, primary screen (AID 1961); U2OS GPR55 beta-arrestin-GFP redistribution imaging; higher % means a stronger effect; activation, % at 10 µM; hits with a dose series show EC50 in µM; 0.048% of 290,000 active;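 active = activation above 40% with more than 50 cells counted in the well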;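 note: U2OS osteosarcoma cells stably expressing GPR55 and beta-arrestin-GFP; plate controls were DMSO negative control for no effect and LPI positive control for full effect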
NOD1 NF-kB reporter: inhibition of NOD1-driven NF-kB reporter – cell-based, luminescence, uHTS, primary screen (AID 1578); 1% of 290,000 active; one-dose inhibition, % at 4 µM; EC50 in µM for titrated hits; NOD1-driven NF-kB luciferase reporter cells, luminescence; higher % means a stronger effect; in the data active = inhibition mostly above about 36%, no sharp cut-off; inactive = mostly below about 34%;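 note: HEK-293T reporter cells stimulated with the NOD1 agonist gamma-tri-DAP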
Starred values were filed as active, the others as inactive; . = no result given; [ ] = remark or other dose. Cut-off read from the data, not from the text of the source, unless noted: active = inhibition above about 50%; inactive = the rest.

SMILES | HIV fusion peptide | MgcRacGAP inhibition | NOD2 inhibition | GPR55 LPI antagonism | SV40 large T antigen | KOR beta-arrestin-1 | KOR beta-arrestin-2 | GPR55 activation | NOD1 NF-kB reporter
CSc1ccccc1NS(=O)(=O)c1ccccc1 | 7.7% | 0.1% | -16.2% | 9.0% | 2.4% | -31.0% | -1.0% | -0.3% | -25.1%
O=C(NCc1ccccc1)c1onc(CSc2ccc(F)cc2)c1C(=O)NCCCN1CCOCC1 | -3.7% | 12.4% | 13.6% | 26.9% | 29.2% | 7.7% | 3.2% | 0.2% | .
NC(=O)c1cc(Cl)cn(-c2ccccc2)c1=O | 3.0% | 0.3% | 17.2% | -7.0% | -4.5% | 0.2% | 9.3% | 0.4% | -16.0%
COc1ccc(OC)c(NC(=O)CCC(=O)N(Cc2ccc(OC)c(OC)c2)c2nccs2)c1 | -0.6% | 8.5% | -8.0% | -2.4% | . | -31.3%[20 µM] | -3.0% | -0.1% | -19.8%
CCOC(=O)N(C)S(=O)(=O)c1ccccc1[N+](=O)[O-] | -1.4% | 3.2% | 11.9% | 4.8% | 7.2% | -7.8% | -4.9% | -0.2% | -20.2%
COc1ccc(Cl)cc1NS(=O)(=O)c1cn(C)nc1C | -0.4% | -1.9% | -1.6% | 1.6% | 11.0% | 15.5% | -3.5% | 0.0% | -5.9%
CCOC(=O)c1sc(=NC(=O)c2ccc(C)cc2)n(C)c1C | 0.6% | 0.5% | -61.4% | 10.5% | 10.5% | -15.0% | -2.5% | -0.5% | -71.3%
O=C(Nc1ccccc1)Nc1ccc2snnc2c1 | 3.9% | 12.1% | -30.3% | -4.0% | 21.0% | 18.5% | 3.5% | 0.1% | 1.3%
CCOP(=O)(OCC)c1nc(/C=C/c2ccccc2)oc1NCc1ccc(OC)cc1 | -1.5% | 15.4% | -3.1% | 26.0% | 21.4% | -12.4% | 9.9% | -0.1% | 0.4%
COC(CSc1nc(N)c2c3c(sc2n1)CN(C)CC3)OC | 1.3% | 11.2% | -12.5% | -1.4% | 14.1% | 13.7% | 4.9% | -0.1% | 4.7%
COc1ccc(OC)c(C(=O)Cn2nnc(-c3ccc(N4CCOCC4)cc3)n2)c1 | 2.4% | -4.3% | 2.7% | 9.0% | 9.3% | 21.1% | 3.0% | -1.9% | -5.0%
O=C(c1ccco1)N1CCN(C2=NS(=O)(=O)c3ccccc32)CC1 | 0.3% | 11.4% | 9.5% | -14.3% | 3.0% | 12.5% | -2.4% | 0.0% | .
O=C(CCN1CCN(CCO)CC1)Nc1ccccc1 | 2.4% | 8.5% | 0.8% | 13.4% | 28.8% | -36.2%[20 µM] | -3.4% | -0.4% | -13.9%
CCc1ccc(N2C(=O)Nc3ccccc3C2(O)C(=O)N2CCN(c3ccccn3)CC2)cc1 (stereo not drawn) | -1.5% | 8.6% | -10.9% | 7.4% | 7.2% | 0.8% | -0.8% | -0.1% | -38.9%
CCCC12CN3CC(C)(CN(C1)C3c1ccc(OC)cc1)C2=O (stereo not drawn) | -2.7% | 7.8% | 6.7% | 26.1% | 24.1% | 26.8% | 1.0% | -0.1% | 0.3%
COC(=O)c1ccc(NC(=O)CNC(=O)C2CCCCC2)cc1 | -1.2% | -1.6% | -24.6% | 1.8% | 5.0% | -33.8% | 3.3% | -0.2% | -20.7%
Cc1ccc(S(=O)(=O)NNC(=S)NCC2CCCO2)cc1 (stereo not drawn) | 1.0% | 4.7% | 6.8% | -6.2% | 3.0% | -13.4% | -2.7% | -0.2% | -18.0%
Cc1ccc(N2CC(C(=O)Nc3ccccc3C(=O)NC3CCCCC3)CC2=O)cc1 (stereo not drawn) | 3.3% | 5.3% | 8.5% | -13.9% | 18.5% | 5.1% | -2.1% | -0.4% | -22.9%
CCC(C)c1ccccc1NC(=S)Nc1cccnc1 (stereo not drawn) | 2.4% | 6.0% | -12.8% | 11.7% | 2.2% | -7.6% | 3.6% | -0.1% | -11.9%
COc1cccc(NC(=O)NCCc2ccc(Cl)cc2)c1 | 0.5% | 3.2% | -1.4% | -6.2% | 10.5% | 9.8% | 0.6% | -0.2% | -25.6%
O=C1NCCc2c1[nH]c1ccc([N+](=O)[O-])cc21 | -0.1% | 6.7% | 21.4% | -4.1% | 22.9% | 15.0% | -0.3% | 1.2% | 20.4%
Cc1cccc(Oc2cc(NC(=O)c3ccccc3)cc([N+](=O)[O-])c2)c1 | -3.6% | 3.0% | 41.0% | -1.2% | 10.3% | -69.9% | 4.0% | -0.1% | .
Cc1cc(C)cc(NC(=O)CCCCCN2C(=O)[C@@H]3Cc4ccccc4CN3C2=O)c1 | 1.2% | 9.1% | -2.0% | -1.4% | 8.4% | 3.7% | 1.8% | -0.1% | 12.9%
CCC(C)NC(=O)c1csc2c1CCCCC2 (stereo not drawn) | 1.4% | 6.3% | -30.0% | 2.7% | 5.1% | -22.6% | 7.2% | 0.4% | -22.6%
O=C(NC1CCCc2ccccc21)C1CCN(S(=O)(=O)c2cccc3nonc23)CC1 (stereo not drawn) | 3.0% | 2.1% | 12.2% | 4.6% | 1.9% | -22.7% | 5.4% | -0.2% | -15.9%

Already shown: two of the compounds above.
SMILES | HIV fusion peptide | MgcRacGAP inhibition | NOD2 inhibition | GPR55 LPI antagonism | SV40 large T antigen | KOR beta-arrestin-1 | KOR beta-arrestin-2 | GPR55 activation | NOD1 NF-kB reporter
CSc1ccccc1NS(=O)(=O)c1ccccc1 | 7.7% | 0.1% | -16.2% | 9.0% | 2.4% | -31.0% | -1.0% | -0.3% | -25.1%
O=C(NCc1ccccc1)c1onc(CSc2ccc(F)cc2)c1C(=O)NCCCN1CCOCC1 | -3.7% | 12.4% | 13.6% | 26.9% | 29.2% | 7.7% | 3.2% | 0.2% | .

Filtered by structure, those above with a thiophene ring, fused or not
SMILES | HIV fusion peptide | MgcRacGAP inhibition | NOD2 inhibition | GPR55 LPI antagonism | SV40 large T antigen | KOR beta-arrestin-1 | KOR beta-arrestin-2 | GPR55 activation | NOD1 NF-kB reporter
COC(CSc1nc(N)c2c3c(sc2n1)CN(C)CC3)OC | 1.3% | 11.2% | -12.5% | -1.4% | 14.1% | 13.7% | 4.9% | -0.1% | 4.7%
CCC(C)NC(=O)c1csc2c1CCCCC2 (stereo not drawn) | 1.4% | 6.3% | -30.0% | 2.7% | 5.1% | -22.6% | 7.2% | 0.4% | -22.6%

More entries
SMILES | HIV fusion peptide | MgcRacGAP inhibition | NOD2 inhibition | GPR55 LPI antagonism | SV40 large T antigen | KOR beta-arrestin-1 | KOR beta-arrestin-2 | GPR55 activation | NOD1 NF-kB reporter
Cn1c(=O)c2c(nc(NCc3ccc4c(c3)OCO4)n2Cc2ccc(F)cc2)n(C)c1=O | -3.5% | 4.5% | 13.1% | 1.6% | 3.4% | 9.1% | -0.4% | -0.1% | 10.8%
CC(C)n1c(SCC(=O)NC2CCCCC2)nnc1-c1ccco1 | 0.2% | 6.1% | -15.4% | -9.1% | 7.5% | -16.4% | 2.5% | -0.1% | 19.4%
S=C(Nc1ccccc1Cl)Nc1ccc(Cl)cc1Cl | -2.2% | 9.9% | 4.5% | 13.6% | 12.4% | 4.2% | 3.5% | -0.3% | -0.6%
CC(C)(C)c1[nH]nc2c1C(c1cccnc1)C(C#N)=C(N)O2 (stereo not drawn) | -1.1% | 4.3% | 4.3% | 16.5% | 2.8% | 16.3% | -4.7% | 0.0% | -0.4%
CCn1c(CC(=O)Nc2ccccc2OC)nnc1SCC(=O)Nc1ccccc1F | 0.9% | 2.7% | -22.5% | -6.5% | 6.7% | -11.6% | 2.3% | -0.1% | -26.7%
N#Cc1ccc(C(=O)CSc2n[nH]c(=O)n2Cc2ccco2)cc1 | -1.3% | 16.8% | -0.3% | -2.9% | 10.7% | 30.9% | 0.0% | 1.1% | -1.1%
N#Cc1cc2c(=O)n3ccccc3nc2n(CCN2CCOCC2)c1=O | -0.2% | . | 9.0% | -8.2% | . | 13.6% | -6.8% | -0.2% | -7.8%
COc1ccc2[nH]c(=O)c(CN(C(=O)C3CCCO3)c3ccc(C)cc3)cc2c1 (stereo not drawn) | -1.5% | 7.2% | 25.1% | 4.3% | 1.1% | 9.3% | -7.6% | -0.2% | 5.4%
CCC(C)NC(=O)c1cn(-c2cccc(C)n2)cn1 (stereo not drawn) | 1.5% | 1.2% | -20.0% | -2.0% | -2.2% | 1.2% | 8.0% | 0.3% | -6.4%
Cn1c(-c2cccs2)[n+](C)c2ccccc21 | 0.2% | 4.8% | 3.3% | 12.6% | 2.1% | -34.3% | 4.6% | -0.5% | 11.4%
Cc1cccc(N2CCN(C(=O)C3CCN(c4ncnc5c4nc4n5CCCCC4)CC3)CC2)c1C | 0.7% | 5.3% | 34.6% | 4.9% | 4.4% | -18.7% | 1.9% | -0.4% | 24.1%
Nc1cc(=O)[nH]c2nnc(SCC(=O)Nc3cccc4ccccc34)n12 | -0.5% | 6.5% | 7.3% | -13.8% | -6.1% | -15.0% | -3.2% | 0.2% | -10.4%
Oc1ccc(-c2nc3ccc4ccccc4c3c3c2CCC3)cc1O | 4.3% | 18.7% | 18.6% | 7.3% | 10.2% | -27.8% | -0.7% | 0.7% | -15.0%
Cn1c(/C(C#N)=C(\O)c2cccc(F)c2)nc2ccccc21 | 2.3% | 11.7% | 4.2% | 7.5% | 9.2% | -10.3% | -1.0% | -0.1% | -7.9%
CCOC(=O)c1sc(NC(=O)Cc2ccccc2OC)nc1C | 2.7% | 7.5% | -19.6% | 4.9% | 9.3% | 1.9% | 2.7% | -0.1% | -37.5%
Cc1cccc(NC(=O)CN2C(=O)S/C(=C\c3ccccn3)C2=O)c1 | 4.8% | -1.6% | -4.6% | 6.5% | 28.0% | 15.2%[20 µM] | -3.7% | 0.2% | -26.5%
CCOc1ccccc1NC(=S)NCc1ccco1 | -3.7% | 9.1% | 7.9% | -7.6% | 3.7% | -23.8% | -2.9% | 0.2% | 9.0%
Cn1nccc1NC(=O)Nc1ccccc1 | -0.4% | . | 12.1% | 5.3% | 9.1% | -23.2% | 1.8% | -0.1% | -17.9%
COC(=O)c1[nH]c2ccccc2c1NC(=O)C(C)N1CC(C)OC(C)C1 (stereo not drawn) | -1.4% | . | 11.6% | 9.8% | 24.6% | 8.8% | -0.8% | -0.1% | -2.2%
NNC(=O)CNC(c1ccccc1)c1cc(Br)ccc1NC(=O)c1ccc(Br)cc1 (stereo not drawn) | -2.2% | 4.6% | 4.9% | 9.5% | -4.3% | 4.3% | 3.5% | 0.2% | 23.8%
CC(C)(C)NC(=O)NC(=O)CSc1n[nH]c(-c2ccccc2Br)n1 | 2.4% | 9.2% | 2.6% | 6.7% | 1.3% | 11.9% | -11.9% | -0.4% | -11.0%
COc1nc(SCC(=O)Nc2ccccc2Cl)nc(N(C)C)n1 | -0.4% | -9.3% | -33.4% | 14.7% | 15.7% | . | 0.2% | -0.1% | -12.2%
COc1ccc2nc(Nc3ccccc3)sc2c1 | -1.2% | 8.8% | -136.5% | 3.7% | 11.4% | 3.1% | -2.5% | -0.3% | -75.0%

Not all compounds are listed; rates above refer to the full screens.
